HCV core dimer: blocks dimerization of HCV core protein; TR-FRET GST/Flag-core106 dimerization, 1536-well; inhibition, % at 5 µM; 0.33% of 300,000 active; AID 1899;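 active = inhibition above the mean of all tested compounds plus 3 SD, set per screening campaign, cut at about 45% in these data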
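Assay system: tagged HCV core106 pair (GST and Flag); medium: KF-containing HEPES buffer, pH 7.45, DTT, CHAPS, BSA; also added: Eu donor and XL665 acceptor anti-tag antibodies; dosing: 5 µM single dose; timing: compound-protein-antibody incubation 4 h at 22.5 °C; signal: TR-FRET 671 and 617 nm emission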
PP1 inh: PP1-alpha (human) inhibition in PP5 counter-screen | inhibition, % at 6.7 µM | P62136 | purified PP1alpha, OMFP fluorescence | AID 2235 | 0.9% of 320,000 active;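 active = inhibition above the mean inhibition of all tested compounds plus 3 SD, computed separately for each screening campaign, cut at about 15% in these data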
Target sequence (P62136 whole entry, looked up): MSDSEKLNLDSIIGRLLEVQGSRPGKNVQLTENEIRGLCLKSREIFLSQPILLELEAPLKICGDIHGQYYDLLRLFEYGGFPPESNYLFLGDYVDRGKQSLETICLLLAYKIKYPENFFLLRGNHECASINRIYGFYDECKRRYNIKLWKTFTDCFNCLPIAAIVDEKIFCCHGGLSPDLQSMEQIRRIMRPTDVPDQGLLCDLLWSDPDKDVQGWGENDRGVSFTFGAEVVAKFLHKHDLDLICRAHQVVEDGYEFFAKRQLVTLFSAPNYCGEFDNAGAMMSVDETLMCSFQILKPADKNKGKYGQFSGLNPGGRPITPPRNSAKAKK
PP5 inh: PP5 (human) phosphatase inhibition; P53041; purified PP5c, OMFP substrate fluorescence; inhibition, % at 6.7 µM; 0.18% of 320,000 active;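 active = inhibition above the campaign's mean inhibition across all tested compounds plus 3 SD, cut at about 9.5% in these data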;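 note: 0% = DMSO only and 100% = 100 µM cantharidin control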
Efflux pump inh: inhibitors of Candida antifungal efflux pumps expressed in yeast; S. cerevisiae Candida pump triplex, Nile Red efflux; inhibition, % at 10 µM; 0.44% of 330,000 active; AID 485275;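 active = plate passing quality check with inhibition over a set limit, or well fluorescence over plate mean plus 4 SD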;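 note: Nile Red retained in pooled yeast measured as flow cytometry median fluorescence; 0% = buffer negative control and 100% = Enniatin B positive control; higher means more Nile Red kept so more efflux inhibition; some compounds called inactive have numbers as strong as hits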
PREPL inh: inhibitors of human prolyl oligopeptidase-like enzyme PREPL. recombinant PREPL, fluorescence polarization activity-based probe. inhibition, % at 5.96 µM. 0.68% of 320,000 active; in the data active = inhibition above about 43%;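 note: 0% = enzyme with DMSO and 100% = wells lacking enzyme; many of its hits are not listed in these tables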
Target sequence (Q4J6C6 whole entry, looked up): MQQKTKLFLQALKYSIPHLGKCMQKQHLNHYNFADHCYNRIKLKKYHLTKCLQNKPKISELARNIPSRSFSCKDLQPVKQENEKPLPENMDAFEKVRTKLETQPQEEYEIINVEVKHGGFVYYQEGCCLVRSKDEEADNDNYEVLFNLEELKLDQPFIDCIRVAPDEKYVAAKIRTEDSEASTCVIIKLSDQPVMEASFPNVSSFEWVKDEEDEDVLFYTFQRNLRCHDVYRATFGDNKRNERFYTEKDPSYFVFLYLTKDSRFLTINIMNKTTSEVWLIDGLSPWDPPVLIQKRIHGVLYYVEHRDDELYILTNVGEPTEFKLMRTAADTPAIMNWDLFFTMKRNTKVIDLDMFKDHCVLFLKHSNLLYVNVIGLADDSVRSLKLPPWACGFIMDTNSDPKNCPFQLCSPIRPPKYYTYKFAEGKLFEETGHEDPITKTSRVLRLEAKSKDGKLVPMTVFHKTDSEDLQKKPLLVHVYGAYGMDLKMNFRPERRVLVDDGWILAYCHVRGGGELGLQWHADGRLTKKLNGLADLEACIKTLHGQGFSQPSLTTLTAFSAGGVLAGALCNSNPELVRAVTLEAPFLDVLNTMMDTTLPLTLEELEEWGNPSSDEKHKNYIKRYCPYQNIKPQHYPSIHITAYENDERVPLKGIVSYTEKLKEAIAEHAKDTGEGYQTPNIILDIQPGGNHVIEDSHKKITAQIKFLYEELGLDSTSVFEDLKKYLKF
TPT1 inhibitor: blocks Candida albicans tRNA 2'-phosphotransferase. recombinant caTPT1, FP RNA substrate dephosphorylation. inhibition, % at 5 µM. 0.81% of 300,000 active. AID 1962;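 active = inhibition above the mean of all tested compounds plus 3 SD, set per screening campaign, cut at about 24% in these data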;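 note: plate controls were DMSO alone for no effect and ferristatin control at 100 nM for full effect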
LYPLA2 inh: blocks human lysophospholipase 2, a PME1 counter-screen; O95372; recombinant LYPLA2, FP-Rh probe fluorescence polarization; inhibition, % at 5.9 µM; 0.38% of 320,000 active; AID 2177;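 active = inhibition above the screen-wide mean plus 3 SD, limit set per campaign, cut at about 26% in these data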;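 note: 0% = LYPLA2 with DMSO and 100% = wells lacking LYPLA2 enzyme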
JMJD2C inh: human JMJD2C demethylase inhibition. Q9H3R0. GST-JMJD2C(1-420) H3K9me3 demethylation, DELFIA europium. inhibition, % at 2.35 µM. 0.069% of 330,000 active. AID 2099;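 active = more than half of a compound's replicate wells show inhibition beyond 50%, single wells judged on their own value; inconclusive = some, but no more than half, of replicates pass 50% inhibition; inactive = no replicate passes 50% inhibition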;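 note: signal counts dimethyl H3K9 product captured on neutravidin plate; 0% = median of DMSO wells and 100% = 0.3 times that DMSO median; strong numbers were not always called active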
CTSL1 counter: counter-screen for PFM18AAP inhibitors: inhibitors of F. hepatica cathepsin L1 | recombinant F. hepatica cathepsin L1, Z-Leu-Arg-MCA fluorescence | AID 1906 | inhibition, % at 5.96 µM | 0.49% of 300,000 active;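 active = inhibition above the mean of all tested compounds plus 3 SD, set per screening campaign, cut at about 17% in these data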;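 note: 0% = plate median of test compound wells and 100% = 1 µM Z-Phe-Ala-diazomethylketone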
* hit, by the source's call; ? = inconclusive; . = not tested or not shown; & = joins results of further samples. These rows are one share of the data (hit frequency here may not be typical).

SMILES	HCV core dimer	PP1 inh	PP5 inh	Efflux pump inh	PREPL inh	TPT1 inhibitor	LYPLA2 inh	JMJD2C inh	CTSL1 counter
COc1ccccc1-c1ocnc1C(=O)N1CCN(C(=O)C(c2ccccc2)c2ccccc2)CC1	7	1	-5.3	0.0	9	1	-1	12	0
COCCN=C1NN=C(c2cc(C)n(CC3CCCO3)c2C)CS1 (configuration not stated)	14	5	-0.9	0.1	14	-2	-4	14	2
CCOC(=O)c1sc(N(Cc2ccccc2)C(=O)CSc2nnc(C3CC3)n2N)nc1C	0	-4	4.3	0.0	5	-4	3	-3	0
Cc1ccc(S(=O)(=O)N(C)C)cc1NC(=O)COC(=O)Cc1ccsc1	7	3	-2.9	0.0	-1	-4	-8	2	-6
CCSc1nnc(NC(=O)c2ccc(C)cc2)s1	-4	0	0.6	0.0	-6	-1	3	10	-1
CCc1nc(OCc2ccccc2)c2sc3nc4c(cc3c2n1)COC(C)(C)C4	0	2	2.9	-0.1	12	2	1	-4	0
CC1(C)Cc2ccccc2-c2nnc(-c3ccccn3)n21	-1	-3	0.6	-0.1	5	-2	-5	2	0
CCOc1ccc(NC2OC(CO)C(O)C(O)C2O)c([N+](=O)[O-])c1 (configuration not stated)	1	-1	3.0	-0.1	-3	-2	1	24	-1
CC(=O)NC(Cc1cccc(C)c1)C(=O)NC1CCN(C(=O)c2ccc([N+](=O)[O-])cc2)CC1 (configuration not stated)	-5	0	-1.5	0.0	-2	-3	1	-2	2
CCC(C)(C)NC(=O)C(c1ccccn1)N(C(=O)c1csnn1)C1CCCCC1 (configuration not stated)	2	1	0.1	0.5	-6	1	-1	-22	-4
COC(=O)[C@]1(Cc2ccccc2)N[C@H](c2ccc(-c3cccc(Cl)c3)cc2)[C@@H]2C(=O)N(C)C(=O)[C@@H]21	14	7	3.5	0.2	-5	-1	-10	?	2
N#CC1(c2ccc(NC(=O)c3ccccc3)cc2)CCCC1	-1	1	2.0	0.0	-6	-8	9	17	2
O=C(N/N=C/c1ccc(O)cc1)NC12CC3CC(CC(C3)C1)C2	-1	1	6.0	0.2	6	5	0	-12	-1
O=c1oc2c(-c3cccc(F)c3)cc(O)cc2s1	-10	2	2.2	-0.1	20	0	4	-3	-1
O=C(Cn1c(=O)n(CC2CCCO2)c(=O)c2ccccc21)N1CCN(c2ccccc2)CC1 (configuration not stated)	8	-2	-0.8	0.1	26	-4	2	-1	2
Cc1cccc(Cc2nnc(CCC(=O)N3CCCCC3c3nccs3)o2)c1 (configuration not stated)	3	-1	2.7	0.1	9	2	-15	3	-5
Cc1cccc2c1cnn2C(=O)CCC(=O)NCC(C)c1ccccc1 (configuration not stated)	-5	-3	3.4	0.3	2	5	0	-5	-3
O=C(NC1CCCCC1)C(c1ccccc1)N(Cc1cccnc1)C(=O)c1csnn1 (configuration not stated)	5	0	0.6	0.4	-5	-2	-3	-21	0
CCc1nc(SCc2ccc(OC)cc2)n[nH]1	7	-3	-0.2	0.0	6	-1	2	17	0
Cc1cccc(-n2nc(C)c3c(C(=O)O)cc(-c4cccs4)nc32)c1	6	1	-0.7	-0.1	19	-3	2	0	5
Cc1ccccc1NC(=O)Nc1c(C)n(C)n(-c2ccccc2)c1=O	0	-3	0.6	-0.2	2	-3	3	-4	-1
Cc1ccc(NC(=O)COc2ccc(C3SCCS3)cc2)cc1	-2	0	-7.7	-0.2	-8	0	11	2	-1
Cc1ccc(OCC(=O)NNC(=O)C2CCN(c3nccc(C)n3)CC2)cc1	2	-3	-0.1	0.1	9	-2	0	3	-10
Cc1ccc2cccc(NC(=O)C(F)(F)F)c2n1	2	-3	-2.1	-0.1	8	3	6	-3	-2
Cc1[nH]c(N=Nc2ccccc2)nc1N=Nc1ccccc1	-7	14	2.9	-0.1	18	5	-5	12	4
COc1ccc(-c2cn3nc(C)c(C)nc3n2)cc1OC	.	-4	1.2	-0.2	3	.	-1	9	.
Cc1noc(C)c1C(=O)NCCCN1CCCC1=O	1	-3	-0.8	-0.1	3	-2	1	3	1
NC(=O)C(Cc1ccccc1)NS(=O)(=O)c1ccc(N2CCCC2=O)cc1 (configuration not stated)	-3	-3	0.0	-0.1	7	-2	0	-13	-2
CC(=O)c1cccc(NC(=O)Nc2ccc(C)cc2)c1	-2	-1	2.1	0.1	3	-7	3	-1	2
CC1CCCN(C2=C(Cl)C(=O)N(c3cccc(Cl)c3)C2=O)C1 (configuration not stated)	2	1	0.0	0.2	1	1	4	-10	3
Cc1ccc(C(O)(C(=O)NNc2ccc3ccccc3n2)c2ccc(C)cc2)cc1	3&-3	11&8	-0.5&-0.9	-0.3&0.0	-8&-2	1&1	-6&-3	10&-5	0&-2
CC1(c2ccc(C#N)cc2)NC(=O)N(CC(=O)Nc2cc(S(=O)(=O)N3CCOCC3)ccc2Cl)C1=O (configuration not stated)	0	8	1.6	-0.1	27	3	12	4	-3
CC(=O)c1ccc(Nc2ncnc3c2oc2ccccc23)cc1	5	0	-0.2	-0.1	7	-3	9	-16	2
O=C(N/C(=C\c1ccc([N+](=O)[O-])cc1)C(=O)N1CCOCC1)c1cccc(Br)c1	4	4	0.4	-1.6	0	2	3	-3	3
Cc1c(O)ccc2c(O)c(NC(=O)c3ccc4c(c3)CCC(C)(C)O4)c(=O)oc12	-2	-2	1.4	0.0	-8	-3	2	-23	-3
COc1ccc(CN2C(=NC(=O)C3CCCO3)SC3CS(=O)(=O)CC32)cc1 (configuration not stated)	-1	8	-1.0	0.1	-5	1	4	-1	1
CCC(=O)N1CCN(c2ccccc2NC(=O)c2ccc(OC)c(Cl)c2)CC1	7	4	1.7	0.0	2	1	5	?	-2
Nc1c(O)ccc2c1C(=O)c1ccccc1C2=O	-155	-2	2.9	0.1	16	-27	6	-9	4
CCCOc1ccc(/C=N/Nc2ccccc2[N+](=O)[O-])c(O)c1	-6	-1	2.9	0.1	11	4	-1	-19	0
CC(C)OC(=O)CSc1nnc(-c2ccccc2)n1N	0	-1	-3.3	0.2	12	1	-4	-7	-2
COc1ccc(C2CC(O)(c3ccccc3)Oc3cc(OC)c(OC)c(OC)c32)cc1 (configuration not stated)	14	-2	3.6	-0.1	14	-1	0	2	-1
N#CC1=C(N)S[C@H](C(=O)C23CC4CC(CC(C4)C2)C3)[C@H]1c1ccncc1	7	2	3.4	-0.1	-3	1	12	13	5
CS(=O)(=O)N(CC(=O)NCc1ccco1)c1ccc2c(c1)OCO2	3	-4	1.3	0.1	2	1	2	-11	2
CCCCOC(=O)c1[nH]c(C)c(C(=O)OC)c1C	-3	-2	3.5	-0.1	5	0	-1	-3	3
CCc1ccc(C(C)NC(=O)c2ncn[nH]2)cc1 (configuration not stated)	0	-5	-0.1	-0.1	-1	-2	11	0	-2
O=C(CSc1ccccc1Cl)NC1CCCc2ccccc21 (configuration not stated)	7	-5	4.0	-0.2	6	-1	-1	5	2
Cc1ccc(S(=O)(=O)N2CCN(C(=O)c3ccco3)CC2)cc1	5	-8	0.3	0.2	-13	0	-1	-5	-2
NC(=O)CSc1oc(-c2ccco2)nc1S(=O)(=O)c1ccc(F)cc1	13	-4	0.1	0.0	-1	1	0	1	7
O=C(O)c1cccc(S(=O)(=O)N(Cc2ccccc2)c2cccc(C(F)(F)F)c2)c1	7	5	-2.6	0.1	-3	1	5	3	6
CC1(c2nnc(-c3ccccc3)o2)CC(c2ccc(Cl)cc2)=NO1 (configuration not stated)	-5	1	-1.8	-0.2	-32	0	13	9	4

Reformatted in markdown: two of the compounds above
| Molecule | HCV core dimer | PP1 inh | PP5 inh | Efflux pump inh | PREPL inh | TPT1 inhibitor | LYPLA2 inh | JMJD2C inh | CTSL1 counter |
| --- | --- | --- | --- | --- | --- | --- | --- | --- | --- |
| COc1ccc(C2CC(O)(c3ccccc3)Oc3cc(OC)c(OC)c(OC)c32)cc1 (configuration not stated) | 14 | -2 | 3.6 | -0.1 | 14 | -1 | 0 | 2 | -1 |
| N#CC1=C(N)S[C@H](C(=O)C23CC4CC(CC(C4)C2)C3)[C@H]1c1ccncc1 | 7 | 2 | 3.4 | -0.1 | -3 | 1 | 12 | 13 | 5 |

New compounds follow.
SMILES	HCV core dimer	PP1 inh	PP5 inh	Efflux pump inh	PREPL inh	TPT1 inhibitor	LYPLA2 inh	JMJD2C inh	CTSL1 counter
O=C(OCc1ccccc1)N1CCOCCN(C(=O)OCc2ccccc2)CCOCC1	12	-1	-0.6	0.0	3	-5	2	-1	2
Cc1ccc(N2CC(C(=O)Nc3ccc(S(=O)(=O)N4CCOCC4)cc3)CC2=O)cc1 (configuration not stated)	8	0	3.0	0.0	10	4	11	-10	-4
COc1ccc(/C=C/C(=O)Nc2cc(C(F)(F)F)ccc2Cl)cc1	0	1	3.4	0.0	-5	1	-3	1	0
Cc1nc(C)c(C(=O)NNS(=O)(=O)c2ccc3ccccc3c2)s1	4	-3	0.5	0.0	-7	-3	1	0	-1
O=C(CN1C(=O)CCS(=O)(=O)c2ccccc21)Nc1ccc(Cl)cc1	-5	2	-2.0	-0.1	1	2	-6	-2	-3
CCN1C(=O)c2cccc3c(S(=O)(=O)Nc4ccccc4O)ccc1c23	4	4	1.6	0.0	4	-5	0	-12	0
CCOC(=O)N1CCC(NC(=O)CCCC(=O)O)CC1	-2	4	0.0	-0.1	-4	-1	-5	7	1
COc1ccc(N/N=C(/N=Nc2nc(C)cc(=O)[nH]2)c2ccccc2)cc1	-7	2	5.8	0.1	29	-1	2	12	1
Cc1ccc(NC(=O)CSc2nc3ccccc3nc2N2CCOCC2)cc1	-1	3	2.0	0.1	-1	0	0	0	3
Cc1cccnc1NC(=O)c1ccc(S(=O)(=O)N2CCCCCC2)cc1	-4	-4	2.0	0.1	10	0	0	0	2
Cc1cc(-c2nnc(SCC(=O)c3ccc(Cl)cc3)o2)no1	-32	-5	1.5	0.0	3	0	-2	-12	2
Cc1cccc(NC(=O)CN2C(=S)NC(C)(C)CC2C)c1 (configuration not stated)	1	-2	-0.6	-0.1	2	-2	-5	10	-1
CCc1c(C)nc2c(-c3ccccc3OC)c(C)[nH]n2c1=O	-5	2	1.6	0.2	-9	3	3	2	-1
Cc1cc(CC(C)C)n(-c2nc3ccccc3c(=O)n2OCC(=O)N(C)C)n1	-2	-3	1.0	0.0	2	-6	-4	4	0
CCCCCCC(=O)N(O)C1CC(=O)N(c2ccc(C)cc2)C1=O (configuration not stated)	3	2	-0.1	-0.3	-5	-2	3	-20	-8
CSCCC(NC(=O)C1CC1)c1nc2ccccc2[nH]1 (configuration not stated)	-5	-2	-0.3	-0.1	-10	-1	4	14	-3
O=S(=O)(NCc1ccc2c(c1)OCO2)c1ccc2c(c1)oc1ccccc12	10	0	1.8	-0.2	-99	-2	-16	2	2
CC(C)(C)c1ccc(OCCCn2ccnc2)cc1	6	1	2.1	0.0	3	-1	5	5	-2
O=C(NCc1cn2ccsc2n1)c1cccs1	-15	4	3.3	-0.1	10	-2	0	-18	-2
COc1cc(NC(=O)c2ccc(N)nc2)cc(C(=O)Nc2cccc(C(F)(F)F)c2)c1	-6	9	7.9	-0.1	-3	-1	-79	0	2
N#CCCn1c(=O)n(CCC#N)c2ccccc21	-2	1	-2.5	0.1	3	2	18	0	-1
CCN(c1ccccc1)c1nc(=O)c2cccnc2s1	4	-1	-0.6	0.0	0	-3	-4	-1	-4

Source: PubChem (several laboratories)
